Assay outcomes from PubChem BioAssay.
D1 PAM: potentiators of human D1 dopamine receptor; HEK293 TREx D1 cells, calcium flux, dopamine EC20 potentiation; potentiation, % at 10 µM; 360,000 compounds, 0.036% hits; in the data active = potentiation above about 30%; note: 0% is about no effect
Target sequence (P21728 whole entry, looked up): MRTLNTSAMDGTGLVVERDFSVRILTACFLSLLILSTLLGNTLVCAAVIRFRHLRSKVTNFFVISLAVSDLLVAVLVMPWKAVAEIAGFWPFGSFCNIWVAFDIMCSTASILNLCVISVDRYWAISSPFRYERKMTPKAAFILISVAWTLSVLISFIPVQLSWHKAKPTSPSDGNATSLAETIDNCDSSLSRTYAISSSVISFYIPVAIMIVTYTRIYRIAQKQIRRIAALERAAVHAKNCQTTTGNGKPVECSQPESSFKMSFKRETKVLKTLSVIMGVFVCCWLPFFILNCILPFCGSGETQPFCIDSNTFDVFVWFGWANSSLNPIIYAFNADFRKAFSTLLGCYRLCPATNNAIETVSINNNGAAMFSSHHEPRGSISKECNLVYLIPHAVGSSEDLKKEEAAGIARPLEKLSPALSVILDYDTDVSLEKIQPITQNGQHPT
D2 potentiator: positive allosteric modulators of human D2 dopamine receptor; AID 485347; potentiation, % at 10 µM; P14416; HEK293 T-REx D2, calcium flux, EC20 dopamine potentiation; 340,000 compounds, 0.34% hits;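 active = potentiation over 3 SD above the plate norm, cut at about 30% in these data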; note: 0% is about no effect
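Potentiation of an EC20 dopamine calcium response measured kinetically over 180 s, after a preceding 180 s compound-only read flagging agonists. Cells: inducible Hek293 Trex D2 line, 4000/well, cultured overnight at 30 C before dye loading.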
TRHR PAM: allosteric enhancers of human TRH receptor; P34981; enhancement, % at 2 µM; 360,000 compounds, 0.66% hits; TRHR cells, fluo-8 calcium fluorescence, EC20 TRH enhancement; AID 493056; in the data active = enhancement above about 30%; note: 0% is about no effect
Target sequence (P34981 whole entry, looked up): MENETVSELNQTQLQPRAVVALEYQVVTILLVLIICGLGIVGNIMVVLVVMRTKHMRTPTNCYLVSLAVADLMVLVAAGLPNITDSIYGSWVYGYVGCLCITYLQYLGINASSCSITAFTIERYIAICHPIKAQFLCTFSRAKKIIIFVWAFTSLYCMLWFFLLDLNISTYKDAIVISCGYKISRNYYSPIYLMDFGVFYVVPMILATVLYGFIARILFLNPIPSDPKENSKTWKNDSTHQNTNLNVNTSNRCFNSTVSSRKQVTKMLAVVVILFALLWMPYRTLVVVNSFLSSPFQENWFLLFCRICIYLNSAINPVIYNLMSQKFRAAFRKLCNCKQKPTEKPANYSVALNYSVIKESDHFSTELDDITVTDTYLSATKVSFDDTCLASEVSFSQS
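TRHR-expressing cells loaded with fluo-8 calcium dye were read kinetically (ex 480/em 530) during compound addition, then stimulated with an EC20 of TRH (10 nM final). Enhancement of the Gq-mediated intracellular calcium response was scored.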
D2 agonist: D2 dopamine receptor (human) agonism; P14416; HEK293 T-REx D2 cells, calcium flux agonist mode; activation, % at 2 µM; 340,000 compounds, 0.53% hits; AID 485358;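 active = activation over 3 SD above normal in the single-dose calcium agonist read, cut at about 30% in these data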; note: 0% is about no effect
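Tetracycline-induced HEK293 T-REx cells with force-coupled D2 receptor, plated overnight at 30 C, loaded with no-wash calcium dye. After a 10 s baseline, compound was pin-added and calcium flux read kinetically for 180 s; calcium rises flagged agonists.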
D1 ag: activates the human D1 dopamine receptor. P21728. HEK293 T-REx D1 cells, calcium flux, agonist mode. activation, % at 2 µM. 360,000 compounds, 1% hits. AID 504660; in the data active = activation above about 30%; note: 0% is about no effect
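Tetracycline-induced HEK293 TREx D1 cells, force-coupled to calcium signalling, were dye-loaded with a no-wash calcium kit. Compound was pin-added after a 10 s baseline. Fluorescence was read kinetically at 1 cycle/s for 180 s, with calcium rises flagged as agonism.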
RXFP1 agonist: activates the human relaxin receptor RXFP1. Q9HBX9. HEK293T-RXFP1 cAMP TR-FRET, 30 min; response scale: percent of porcine relaxin response, buffer zero. Potency, µM (series often up to 57.5 µM), for inactives: at the highest dose activation, hits mostly activators. 370,000 compounds, 0.3% hits; active = well fitted activation curve with a large enough effect; inconclusive = small, poorly fitted or top-dose-only effect; note: potency is the fitted concentration of half-maximal effect; % is set by controls: 0 for no effect and ±100 for the full control effect; nearly all actives have a fitted effect of over 60% in size; many of its hits are not listed in these tables
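HEK293T cells stably expressing RXFP1 were pretreated with the PDE4 inhibitor Ro 20174, exposed to compounds for 30 min at 37C, lysed, and cAMP was read by TR-FRET. Data normalized to buffer (basal) and 29 nM porcine relaxin (100%).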
D1 antag: human D1 dopamine receptor antagonism; AID 504652; 360,000 compounds, 3.2% hits; HEK293 TREx D1 cells, calcium flux, dopamine EC80; hits give low values; activity change, negative = inhibition, % at 10 µM; in the data active = activity change below about -30%; note: % is set by controls: 0 for no effect and ±100 for the full control effect
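Compound effects on dopamine-evoked calcium signalling were measured in tetracycline-induced HEK293 Trex D1 cells. Dopamine at EC80 followed a 180 s compound pre-read, and fluorescence was tracked kinetically for 180 s more.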
D2 antagonist: antagonizes the human D2 dopamine receptor; HEK293 TREx D2 cells, calcium flux, dopamine EC80; inhibition, % at 10 µM; 340,000 compounds, 2% hits; AID 485344; in the data active = inhibition above about 30%; note: 0% is about no effect
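Calcium mobilization kinetics were recorded at 1 s intervals in tetracycline-induced HEK293 T-REx D2 cells, first for 180 s after compound addition and then 180 s after EC80 dopamine.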
RXFP1 antagonist: RXFP1 (human) relaxin receptor antagonism. Q9HBX9. HEK293-RXFP1, relaxin-stimulated cAMP HTRF, 30 min; hits give low values. activity change, negative = inhibition, % at 57.5 µM. 350,000 compounds, 0.59% hits;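 active = activity change of -60% or lower, but not beyond a set lower limit; inconclusive = change between -60% and -40%, or beyond the set limit; inactive = change above -40%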; note: % is set by controls: 0 for no effect and ±100 for the full control effect
Numbers without * were called inactive; ? = inconclusive; . = no result given; & = joins results of further samples.

SMILES | D1 PAM | D2 potentiator | TRHR PAM | D2 agonist | D1 ag | RXFP1 agonist | D1 antag | D2 antagonist | RXFP1 antagonist
COC(=O)CSc1nccc(-c2ccc(F)cc2)c1C#N | -6 | 16 | 8 | 1.8 | 2 | 0.0% | -5 | 2 | -8
C=CCN1c2ccccc2[C@]23C[C@@H](C(=O)OC)N(C(=O)c4ccco4)C2=NC(C(=O)OC)=C(C(=O)OC)[C@H]13 | 0 | 2 | 13 | 0.1 | 2 | 0.0% | -10 | -23 | .
COc1ccc(N2CCN(C(=O)COC(=O)CCOc3cc(C)ccc3C)CC2)cc1 | 1 | . | -6 | . | 4 | 1.0% | -4 | . | -21
CCOC(=O)/C(C#N)=C1/SC(CC)C(=O)N1c1ccc(Br)cc1 (stereo not drawn) | 1 | 1 | -2 | 0.2 | 1 | -0.3% | 6 | 6 | -9
CC1CCN(C(=O)CCc2ccc(S(=O)(=O)NC(C)C)cc2)CC1 | 2 | 1 | -2 | 0.3 | 3 | 1.9% | -6 | 3 | -3
CCCCCn1cnnc1SCC(=O)c1c(N)n(C2CC2)c(=O)[nH]c1=O | 9 | -11 | 12 | 1.2 | 1 | 1.7% | -6 | -3 | -4
CCOc1ncccc1C(=O)OCC(=O)Nc1cccc(S(=O)(=O)N2CCCCCC2)c1 | -2 | -2 | -2 | -0.9 | 18 | 0.9% | -5 | -2 | 3
CCC(C)Sc1nnc(CNS(=O)(=O)c2ccc(F)cc2)n1C (stereo not drawn) | 3 | -16 | -2 | -0.5 | 1 | 2.6% | 2 | 24 | -5
CCCCn1c(=O)c(CCC(=O)OCC(=O)Nc2cc(Cl)ccc2OC)nc2ccccc21 | -4 | 14 | -1 | 3.3 | -1 | 8.7% | 0 | 2 | -9
CC(C)c1ccc(NC(=O)CN2C(=O)CCc3cc(S(=O)(=O)N4CCOCC4)ccc32)cc1 | -1 | 0 | 10 | 1.3 | -1 | 1.4% | 7 | . | .
Cc1cc(C(=O)CSc2nnnn2-c2ccc(O)cc2)c(C)n1Cc1ccc2c(c1)OCO2 | -5 | 4 | -9 | 0.1 | 6 | 0.5% | -23 | 0 | -12
O=C(CCNS(=O)(=O)c1ccc(Br)cc1)NCCc1ccc(Cl)cc1 | -3 | -4 | 3 | 0.6 | 10 | -0.2% | -6 | -9 | 4
COc1ccc(C)cc1NC(=O)C(OC(=O)c1cnccn1)c1ccccc1 (stereo not drawn) | -4 | 13 | 5 | 0.1 | 1 | -0.2% | 7 | 0 | -7
O=C(CSc1nnc(COc2ccc(Cl)cc2)o1)N1CCCCC1 | -6 | 17 | 8 | -0.6 | 16 | -0.5% | -31* | -12 | -5
COc1ccc(C(=O)N/N=C/c2ccccn2)cc1OC | -3 | -5 | 1 | -0.1 | 2 | 0.3% | -6 | 10 | 0
CC(C1CC1)N(Cc1ccccc1)C(=S)Nc1ccccc1 (stereo not drawn) | -3 | 7 | 2 | 0.4 | 4 | 1.1% | 4 | 5 | 8
CS(=O)(=O)N1CCN(c2ccc(C(=O)N3CCOCC3)cc2[N+](=O)[O-])CC1 | 10 | 3 | 1 | 0.6 | 0 | 2.1% | 10 | -5 | 2
CC(=O)NC(c1cccs1)c1cc(F)c2cccnc2c1O (stereo not drawn) | 0&8 | 6 | 8&1 | -1.1 | 6&2 | 1.0%&0.1% | -10 | -7 | .
CCCN1CCc2c(sc(NC(=O)C3CCN(S(=O)(=O)c4cccs4)CC3)c2C(N)=O)C1 | 0 | 5 | 2 | 4.0 | 16 | 0.3% | -9 | -2 | ?
C=CCOc1ccc(C(c2c(C(=O)O)[nH]c3ccccc23)c2c(C(=O)O)[nH]c3ccccc23)cc1 | -5 | 0 | -5 | -0.4 | 17 | 9.3% | -5 | -2 | -15
COc1ccccc1CN(CC(=O)NCc1ccco1)C(=O)CNS(=O)(=O)c1ccccc1 | -6 | -3 | 1 | 0.1 | 2 | 1.4% | 3 | 4 | -1
CCN(CC)CCSc1nc2ccccc2n1Cc1ccccc1 | -17 | -21 | -1 | -0.3 | 11 | 5.6% | -39* | 8 | 0
Cc1ccc(OCCCN2C(=O)C(=O)c3cc(C)ccc32)cc1 | -5 | 2 | -6 | 0.1 | 3 | -1.3% | -21 | 8 | ?
Cc1ccc(C)c(NC(=O)CS(=O)(=O)c2cccc3nsnc23)c1 | -4 | 1 | -1 | 1.4 | 0 | -0.4% | -6 | 1 | 20
Cc1cccc(Cc2nnc(CCC(=O)NCc3cnc4ccccn34)o2)c1 | -4 | 14 | 6 | 0.4 | 1 | -0.1% | -2 | -1 | 0
CCOc1ccc(N=Nc2c(=O)[nH]n3c(C)cc(C)nc23)cc1 | -5 | 7 | -7 | 2.1 | 3 | -0.1% | -4 | 3 | -28
CCN(CC)C(=O)COc1ccc(/C(C)=N/NC(=O)c2ccccc2O)cc1 | -4 | 10 | 6 | 1.6 | 2 | -0.6% | -51* | 9 | -6
C=CCOc1ccc(-c2nc3c(c(=O)[nH]c(=O)n3CCCC)n2C)cc1Br | -6 | 2 | -7 | -0.3 | 1 | 1.8% | 0 | 13 | 8
Cn1cc(S(=O)(=O)Oc2ccccc2)c(=O)n(C)c1=O | -4 | -2 | 3 | 0.9 | 2 | -0.3% | -13 | 6 | -2
CC(CNS(=O)(=O)c1ccc2c(c1)CC(=O)N2C)c1ccccc1 (stereo not drawn) | -3&2 | -6&-8 | -1&5 | 0.5&-0.3 | 5&3 | -1.5%&1.4% | -30&-14 | -8 | 8&-7
O=C(Nc1nc2c(F)cccc2s1)c1ccc(S(=O)(=O)N2CCOCC2)cc1 | 2 | 10 | 4 | 0.4 | 9 | 2.2% | -8 | . | .
COc1ccc(OC)c2[nH]c(=O)c(CCNC(=O)C(=O)c3c[nH]c4ccccc34)cc12 | -2 | 20 | 3 | 0.6 | 1 | 5.3% | -2 | 10 | -1
COc1ccc(C(C)(C)C)cc1NC(=O)CCCN1C(=O)NC(C)(C)C1=O | . | -6 | 6 | -0.1 | 7 | 0.4% | 8 | 20 | 5
Cc1nnc(SCc2ccccc2F)n1NCc1cccs1 | -3 | 1 | -1 | -0.6 | 3 | -0.5% | 2 | -2 | -3
Cc1cc(NC(=O)c2cc(-c3ccccc3)on2)no1 | -1 | 0 | 1 | -0.4 | 3 | -1.4% | . | -2 | -8
O=C(NCCCO)/C(=C/c1ccco1)NC(=O)c1ccc(Br)o1 | -5 | -1 | 0 | -0.6 | 3 | 0.3% | 0 | -7 | 0
CCC(C)CCN1C(Nc2ccccc2)=NC[C@@H]1Cc1ccccc1 (stereo partly drawn) | -6 | 1 | -9 | 0.3 | 11 | 0.4% | -15 | -1 | .
O=C1[C@@H]2CSC(c3ccc(F)cc3)N2C(=O)N1c1ccc(Cl)cc1 (stereo partly drawn) | -2 | -6 | 1 | -0.8 | 3 | 5.5% | -27 | . | .
CCc1ccc(CN(C(=O)c2cc(=O)c3ccc(C)cc3o2)C2CCS(=O)(=O)C2)cc1 (stereo not drawn) | -2 | 1 | 3 | 2.4 | -1 | 0.8% | 2 | . | -7
CCOC(=O)N1CCN(C(=O)c2ccc(-n3c(=S)[nH]c4ccccc4c3=O)cc2)CC1 | -6 | 2 | 12 | 0.6 | -2 | 29% | -1 | 11 | -107*
CCN1CCN(c2ccc(NC(=O)c3ccc(Cl)c(S(=O)(=O)N4CCCC4)c3)cc2)CC1 | -18 | -6 | 4 | 0.2 | -1 | -0.5% | -25 | 9 | -3
CCOC(=O)C1CCN(c2c(C(=O)c3ccc(OCC)cc3)cnc3ccc(OC)cc23)CC1 | -7 | -10 | 4 | -0.3 | 13 | -0.6% | -20 | . | -13
CCOc1ccccc1NC(=O)Cn1c(=O)c(OCC)nc2cnccc21 | -3 | 9 | 9 | 1.0 | 1 | 4.4% | -3 | 2 | -8
COc1ccc(C(=O)c2c3ccccc3[n+]([O-])n2Cc2ccc(C(N)=O)cc2)cc1 | 7 | -13 | 3 | -0.8 | -1 | -0.3% | -11 | 1 | .
COC(=O)C(CCSC)NC(=O)/C=C/c1ccc(OC)cc1 (stereo not drawn) | 3 | 4 | -1 | -0.1 | 2 | 0.6% | -23 | 4 | -4
CCCCCCn1c(CN2CCCCC2C)nc2c1c(=O)n(C)c(=O)n2C (stereo not drawn) | -3 | -5 | -8 | -1.3 | 3 | 3.9% | -6 | 7 | -3
O=C(CN(C(=O)CNS(=O)(=O)c1ccccc1)c1ccc(Cl)cc1)NCC1CCCO1 (stereo not drawn) | -6 | 5 | -1 | . | 1 | 4.5% | -3 | . | 3
COc1ccc(S(=O)(=O)NC2CCSc3ccccc32)cc1NC(C)=O (stereo not drawn) | 3 | 16 | 11 | -0.4 | 9 | 0.2% | -2 | -2 | 11
O=C(Cc1ccccc1)NN1C(=O)c2ccccc2C1=O | 2 | 8 | 10 | -0.1 | 0 | -1.6% | -8 | 10 | -1

The list is partial; rates above refer to the full screens.
